Assay outcomes as filed in PubChem BioAssay.
IL-1B inflam inh = qHTS for Inhibitors of Inflammasome Signaling: IL-1-beta AlphaLISA Primary Screen; THP-1 LPS/ATP IL-1B secretion, AlphaLISA, 16 h; stronger effect = lower value; activity change, % at 57.5 µM; 4.7% of 360,000 active; AID 743279, 2014; in the data active means activity change below about -50%; inconclusive means mostly about -30% to -49%; further: on the % scale 0 is the no-effect control and ±100 the full control effect
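Secreted IL-1B measured by AlphaLISA bead assay after 16 h compound exposure of THP-1 cells; compounds (final up to 57.5 uM) added 1 h before LPS (250 ng/mL) and ATP (1.25 mM) stimulation; lower signal means less secretion.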
MCF10A rereplic = A quantitative high throughput screen for small molecules that induce DNA re-replication in MCF 10a normal breast cells. Potency, µM (highest dose often 46.1 µM), without a hit: at the highest dose activity, positive = re-replication, usual class: activators. 2.9% of 350,000 active. MCF 10A DNA re-replication, Hoechst nuclear intensity, 48 h; further: potency means the concentration at half of the fitted maximal effect; % of control where 0% means no effect; nearly all actives have a fitted effect of over 50% in size
KB-3-1 cytotox = qHTS assay for MDR1-selective chemotherapeutics: Primary screen using the parental adenocarcinoma cell KB-3-1. Potency, µM (series often up to 46.1 µM), without a hit: at the top dose activity change, negative = cytotoxic, most hits filed as cytotoxic. 1.4% of 400,000 active. KB-3-1 viability, CellTiter-Glo ATP luminescence, 72 h. AID 1347075, 2019; further: potency means the concentration at half of the fitted maximal effect; on the % scale 0 is the no-effect control and ±100 the full control effect; nearly all actives have a fitted effect of over 60% in size
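Multi-concentration cytotoxicity screen in KB-3-1 cells grown in DMEM lacking phenol red with 10% FBS. After 72 h at 37 °C with compound, ATP-dependent luminescence was recorded.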
HepG2 viability = qHTS for Inhibitors of TGF-b: Cytotox Counterscreen; Potency, µM (doses to about 46.1 µM), for the others: at the top dose activity change, negative = cytotoxicity, usual class: cytotoxic; 0.76% of 410,000 active; HepG2 CAGA-GFP viability, ATP luminescence, 18 h; further: potency means the concentration at half of the fitted maximal effect; some results filed as inactive show a strong effect at the top dose
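HepG2 CAGA-GFP cells (1000/well, DMEM with 1% FBS) received compound, then TGF-beta at 500 pg/mL final, and were incubated 18 hours at 37 degrees C. Viability was read by CellTiter-Glo luminescence. Media-only wells were set as complete cell-killing and DMSO as no toxicity.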
HT1080NT lethal = qHTS for induction of synthetic lethality in tumor cells producing 2HG: qHTS for the HT-1080-NT fibrosarcoma cell line; HT-1080-NT fibrosarcoma viability, CellTiter-Glo ATP luminescence, 48 h; Potency, µM (top dose mostly 46.1 µM), for inactives: at the top dose activity, negative = less viability, hits mostly cytotoxic; 1.6% of 360,000 active; AID 686970, 2013;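 further: NT is the 2HG producing partner of a matched IDH1 knockdown line; potency means the concentration at half of the fitted maximal effect; 0% = DMSO-treated cells and -100% = media-only wells without cells; nearly all actives have a fitted effect of over 55% in size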
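Toxicity toward the 2HG-producing NT line was scored as %Activity, normalised to DMSO and no-cell wells, from CellTiter-Glo luminescence after 48 hours' treatment.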
SW480 rereplic = A quantitative high throughput screen for small molecules that induce DNA re-replication in SW480 colon adenocarcinoma cells. Potency, µM (top dose mostly 46.1 µM), for inactives: top-dose re-replication activation, hits mostly activators. SW480 DNA re-replication, Hoechst DNA content imaging, 48 h. 1.8% of 340,000 active; further: potency means the concentration at half of the fitted maximal effect; % of control where 0% means no effect; nearly all actives have a fitted effect of over 55% in size
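250 cells/well; 23 nL cpd via pin tool; 48 hr, 37 C, 5% CO2; Hoechst 40 min; imager read of total nuclear intensity, ex 405/em 500-530 nm.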
ATXN2 expr inh = Primary qHTS for Inhibitors of ATXN expression | HEK-293 ATXN2-luciferase reporter, luminescence, 24 h | Potency, µM (doses to about 57 µM), inactives show top-dose activity change, negative = inhibition, actives largely listed as inhibitors | 0.72% of 360,000 active; further: potency means the concentration at half of the fitted maximal effect; on the % scale 0 is the no-effect control and ±100 the full control effect; nearly all actives have a fitted effect of over 55% in size
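qHTS (up to 57 uM final) was run with 24 h compound exposure of reporter cells at 37 °C. Each well was multiplexed: SteadyGlo luminescence measured ATXN2-luciferase expression after a fluorogenic Gly-Phe-AFC viability readout (25 uM final).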
ATXN viability = Viability Counterscreen for Primary qHTS for Inhibitors of ATXN expression; S2 cells (HEK-293 line with an ATXN2-luciferase reporter) viability, CellTiter-Fluor protease fluorescence, 24 h; Potency, µM (series often up to 56.7 µM), actives largely listed as cytotoxic; 0.49% of 400,000 active; further: potency means the concentration at half of the fitted maximal effect; nearly all actives have a fitted effect of over 40% in size
HT1080 IDH1KD tx = qHTS for induction of synthetic lethality in tumor cells producing 2HG: qHTS for the HT-1080-IDH1KD cell line | AID 686971, 2013 | Potency, µM (series often up to 46.1 µM), for inactives: at the highest dose activity, negative = toxicity, most hits filed as cytotoxic | HT-1080 IDH1 knockdown viability, ATP luminescence, 48 h | 2% of 360,000 active;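 further: potency means the concentration at half of the fitted maximal effect; 0% = DMSO wells and -100% = cell-free medium wells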
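IDH1KD HT-1080 cells, 750/well, RPMI + 5% FBS; compound pinned after 2 h settling; 48 h, 37 °C; CellTiter-Glo luminescence; % activity normalised to DMSO and no-cell wells; curves fitted, classed by r2 and efficacy.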
Starred values were filed as active, the others as inactive; i = inactive; ? = inconclusive; . = no result given; & = joins results of further samples; [ ] = remark or other dose. Unless noted, the call rests on the fitted dose curve; in most records, active means well fitted curve in the direction sought with a large enough effect; inconclusive means small, poorly fitted or top-dose-only effect, or another doubt; inactive means no such curve, though single readings can be large; an effect the other way counts as inactive or inconclusive.

Structure | IL-1B inflam inh | MCF10A rereplic | KB-3-1 cytotox | HepG2 viability | HT1080NT lethal | SW480 rereplic | ATXN2 expr inh | ATXN viability | HT1080 IDH1KD tx
COc1ccc(Cc2c(-c3ccc(Cl)cc3)nc3cc(C)c(Br)c(C)n23)c(C)c1 | 71 | . | -8% | . | -22% | . | 23% | i | -16%
O=C(c1ccc2c(c1)OCO2)N1CCN=C1SCc1cccnc1 | -26 | 9% | 4% | 1% | 0% | -4% | 6% | i | 4%
Cc1cccc2cc(C#N)c(NCCCNS(=O)(=O)c3ccc(Cl)cc3)nc12 | -24 | ? | ? | -126% | ? | 16µM* | . | i | ?
COC(=O)/C=C1\OC(C2CC2)c2ccccc21 (configuration not stated) | 17 | . | 14% | . | 7% | . | . | . | 9%
CCOC(=O)c1ccccc1NC(=O)Cn1cnc2c1c(=O)n(C)c(=O)n2C | 9 | 4% | -11% | 9% | 19% | -1% | 0% | i | 25%
CC1(C)C2CCC1(C)C(NC1=NCCC1)C2 (configuration not stated) | 18 | 5% | -6% | -8% | -1% | -4% | -11% | i | -8%
CCNC(=O)C1CCCN(C(=O)c2ccc(N(C)C)cc2)CC1 (configuration not stated) | 22 | . | 0% | 1% | ? | . | 8% | i | 25%
CC(C)Oc1cc(F)ccc1-c1cc(C(=O)Nc2ccccc2)[nH]n1 | -3 | . | 0% | -7% | -13% | . | -17% | i | 3%
Cc1coc2c1c(C)cc1oc(=O)c(CC(=O)N[C@H](C(=O)O)C(C)C)c(C)c12 | 18 | -1% | 15% | 6% | 8% | -8% | -7% | i | 8%
CCN(CC(=O)Nc1ccc2c(c1)OCCO2)C(=O)/C=C/c1cccc(OC)c1OC | -3 | -1% | -3% | -2% | 7% | 28% | 50%[activator] | ? | -4%
CC[C@]12c3[nH]c4cc(CCC(=O)N(C)C)ccc4c3CCN1C(=O)[C@@H](CC(=O)NC(C)(C)C)C[C@@H]2C(=O)N1CCN(C(=O)C2CC2)CC1 | 4 | 13% | 0% | -12% | 5% | -8% | 10% | i | 1%
O=C(Nc1ccccc1)c1cc2c(-c3ccccc3)nn(-c3ccccc3)c2s1 | . | . | 2% | -10% | . | . | -5% | i | .
Cc1ccc(CNC(=O)c2nnn(CC(=O)Nc3cccc(C)c3C)c2N)cc1 | 24 | 0% | 5% | -1% | ? | -35%[inhibitor] | -14% | i | -3%
CCC(=O)OCC(=O)N=c1sccn1Cc1ccc(C)cc1 | 3 | -12% | 0% | -5% | 0% | -14% | 14% | i | 1%
CC(C)CC(=O)O/N=C1\C(=O)N(c2ccccc2)c2ccccc21 | -64* | -3% | 0% | -81% | 1% | -1% | 1% | i | 0%
CC(=O)n1cc([C@H]2C=C(C(=O)N3CCN(Cc4ccc5c(c4)OCO5)CC3)O[C@@H](OCc3ccc(CO)cc3)C2)c2ccccc21 | -62* | 4% | -11% | -15% | -15% | -2% | ? | ? | -10%
Fc1cccc(Cc2noc(CN3CCOCC3)n2)c1 | -5 | -1% | 22% | -19% | 0% | -17% | . | i | 0%
COc1ccc(N(CC(=O)N2CCN(c3cccc(C)c3C)CC2)S(=O)(=O)c2c(C)noc2C)cc1 | -28 | ? | ? | -8%&-26% | -11% | -10% | -10%&-16% | ? | -12%
C/C=C(\C)C(=O)NCCN1C2=NC[C@H](Cc3ccc(O)cc3)N2C[C@@H]1Cc1ccc(OC)cc1 | -5 | 0% | 5% | 22% | -10% | -12% | 0% | i | -2%
Cc1ccc(-c2nnc(NC(=O)CCS(=O)(=O)c3ccc(F)cc3)o2)c(C)c1 | 6 | 8.2µM* | 19% | -22% | -14% | 1% | -9% | i | -8%
O=c1cc(O)nc(SC23CC4CC(CC(C4)C2)C3)[nH]1 | 19 | ? | 1% | 4% | 2% | -1% | 10% | i | 15%
COc1ccc2ccc(=O)oc2c1CC=C(C)C | -13 | -3%&11% | 0% | -3% | 1% | -65%&-6%[inhibitor] | 1%&-8% | i | -2%
COc1ccccc1OCCNC(=O)c1ccccc1OCc1c(C)noc1C | -10 | -5% | 2% | -3% | 4% | -20% | . | i | 10%
COc1ccc(-c2csc3nc(-c4cccnc4)nc(Cl)c23)cc1OC | -87* | 18µM* | -18% | -10% | -26% | ? | -34% | i | ?
COc1cccc(CNC(=O)CCC(=O)N2CC3CCCN3c3ccccc32)c1 (configuration not stated) | . | . | 8% | -6% | . | . | 8% | i | .

Structures listed so far marked active in IL-1B inflam inh.
| SMILES | IL-1B inflam inh | SW480 rereplic |
| --- | --- | --- |
| CC(C)CC(=O)O/N=C1\C(=O)N(c2ccccc2)c2ccccc21 | -64* | -1% |
| CC(=O)n1cc([C@H]2C=C(C(=O)N3CCN(Cc4ccc5c(c4)OCO5)CC3)O[C@@H](OCc3ccc(CO)cc3)C2)c2ccccc21 | -62* | -2% |
| COc1ccc(-c2csc3nc(-c4cccnc4)nc(Cl)c23)cc1OC | -87* | ? |

In another format: entries from further up
Results follow in this order: IL-1B inflam inh | MCF10A rereplic | KB-3-1 cytotox | HepG2 viability | HT1080NT lethal | SW480 rereplic | ATXN2 expr inh | ATXN viability | HT1080 IDH1KD tx
O=C(c1ccc2c(c1)OCO2)N1CCN=C1SCc1cccnc1
 : -26 | 9% | 4% | 1% | 0% | -4% | 6% | i | 4%
O=c1cc(O)nc(SC23CC4CC(CC(C4)C2)C3)[nH]1
 : 19 | ? | 1% | 4% | 2% | -1% | 10% | i | 15%

(next part)
Structure | IL-1B inflam inh | MCF10A rereplic | KB-3-1 cytotox | HepG2 viability | HT1080NT lethal | SW480 rereplic | ATXN2 expr inh | ATXN viability | HT1080 IDH1KD tx
CC(=O)Nc1cccc(NC(=O)COc2nncc3ccccc23)c1 | 11 | 1% | 0% | 0% | 6% | -158%[inhibitor] | -3% | ? | 3%
N/C(=N\NC(=O)c1sccc1OCc1ccc(Cl)cc1Cl)c1ccccn1 | 57 | ? | ? | -13% | -21% | 7% | ? | i | ?
CCOc1ccc(C2c3cc(OC)c(OC)cc3CC(=O)N2c2ccc(OC)cc2)cc1 (configuration not stated) | -13 | 124% | 18µM* | -30% | ? | 15µM* | 0% | i | ?
O=c1cc(-c2ccccc2)[nH][nH]1 | 3 | -6% | -13% | -12% | 2% | 1% | -7% | i | 4%
CCCCN(C)S(=O)(=O)c1ccc(C(=O)N(CCN(C)C)c2nc3ccc(C)cc3s2)cc1 | -9 | 7% | -3% | 0% | -7% | 10% | . | i | -6%
CC1=C(C(=O)Nc2ccc(Cl)cc2)C(c2ccccc2F)n2nc(SCc3cccc(Cl)c3)nc2N1 (configuration not stated) | . | . | 2% | -1% | . | . | 0% | i | .
CC(C)c1ccc(C(CC(=O)O)N2Cc3ccccc3C2=O)cc1 (configuration not stated) | 0 | -7% | 3% | -13% | -3% | -17% | . | i | 0%
CCCN(CC(=O)Nc1ccccc1Br)CC(=O)Nc1ccc(F)c(F)c1F | ? | -2% | -8% | 10% | -15% | 1% | 6% | i | -8%
CCOC(=O)C1=C(CNCc2ccccc2Cl)NC(=O)NC1c1ccc2c(c1)OCO2 (configuration not stated) | -18 | -1% | -1% | 0% | -11% | -3% | -3% | i | -21%
Cc1ccc(N(Cc2cc3ccc(C)cc3[nH]c2=O)C(=O)c2ccco2)cc1 | ? | 0% | 18% | -3% | 4% | 9% | 4% | i | 10%
CC(=O)NCC(=O)N(C)C(C(=O)Nc1ccc(C(C)C)cc1)c1ccccc1 (configuration not stated) | -11 | -6% | 15% | 0% | -8% | 10% | -4% | i | -4%
CCc1cccc2c(C(=O)CCl)c[nH]c12 | -95* | 23µM* | -3% | -33% | ? | ? | 6% | ? | 15µM*
Cc1cc(NC(=O)c2ccc3sc([C@@H]4O[C@H](CO)[C@H](O)[C@H](O)[C@H]4O)nc3c2)no1 | -15 | . | 9% | -18% | 14% | . | 5% | i | -2%
CCOc1ccc(S(=O)(=O)N2CCOCC2)cc1NC(=O)CCN1C(=O)NC2(CCCC2)C1=O | -17 | . | 2% | -1% | 9% | . | . | i | 1%
COc1ccc(C(=O)N/N=C/c2sc3ccccc3c2O)cc1 | 9 | ? | 7.3µM* | -28% | ? | 5.2µM* | ? | . | ?
CCCNC(=O)COC(=O)c1ccc(N2CCCC2)c([N+](=O)[O-])c1 | -4 | -2% | 22% | -31% | -5% | -1% | 3% | i | -1%
Cc1ccc(NC(=O)NC(=O)CSc2n[nH]c(N)n2)c(C)c1 | -4 | 5% | 2% | -3% | 1% | -1% | . | i | 1%
Cc1cc(C(O)c2ncc(-c3cccc(F)c3)[nH]2)ccc1F (configuration not stated) | 2 | . | 0% | 4% | ? | . | 18% | i | 0%
CC(NC(=O)c1ccc(-c2ccccc2)cc1)C(c1ccccc1)N1CCOCC1 (configuration not stated) | 0 | ? | ? | -22% | ? | ? | -11% | i | -17%
O=C(COC(=O)c1ccccn1)NCCCc1ccccc1 | 7 | -1% | 7% | -2% | 2% | 0%[9.22 µM] | -5% | i | -4%
COc1ccc(CCNC(=O)CCc2nc3ccccc3[nH]2)cc1OC | 0 | 1% | 12% | 4% | ? | -6% | . | i | 15%
